NCI-60 one-dose screen, 48 h, at 10 µM unless noted. Numbers give growth in % (100 = growth as untreated, 0 = no growth, -100 = all killed).
UACC-62 – UACC-62 melanoma | 81,000 tested, 5.4% active | AID 1794756
BT-549 – BT-549 breast cancer | 78,000 tested, 4.4% active | AID 1794793
MALME-3M – MALME-3M melanoma; 78,000 tested, 5.8% active
SK-MEL-28 – SK-MEL-28 melanoma; 81,000 tested, 4.1% active
UACC-257 – UACC-257 melanoma; 78,000 tested, 4.4% active
HS 578T – HS 578T breast cancer. 78,000 tested, 4.1% active
SK-MEL-2 – SK-MEL-2 melanoma. 77,000 tested, 4.7% active. AID 1794763
T-47D – T-47D breast cancer | 79,000 tested, 5% active | AID 1794792
* = called active by the depositor; / = not tested or not shown; & = joins results of further samples; [ ] = remark or other dose. How the source made its calls: active means growth percent below 10; inactive means the rest.

Values run as follows: SK-MEL-2, T-47D, BT-549, UACC-62, MALME-3M, SK-MEL-28, UACC-257, HS 578T
NC(N)=NCCCCNC(=O)Oc1c(Br)cc(O)c(CC(=O)O)c1Br
→ 97, 100, 110, 102, 99, 113, 101, 115
CN1C(=O)NC(=O)C2(CCCC2)C1=O
→ 104, 96, 118, 112, /, 131, 116, 74
BrCCc1ccccc1
→ 108, 106, 103, 105, 95, 104, 101, 103
Cc1c(NS(=O)(=O)c2ccccc2)ccc([N+](=O)[O-])c1Cl
→ 65, /, 78, 31, 35, 71, 59, 64
OCCNC(Cc1ccccc1)c1ccc2c(c1)OCO2 (centres undefined)
→ 72, 60, 81, 92, 91, 109, 90, 103
COC(=O)[C@@H](C)C[C@H](Cc1ccccc1)NC(=O)c1csc([C@@H](C[C@H](C(C)C)N(C)C(=O)[C@@H](NC(=O)[C@H]2CCCN2C)C2CC2)OC(C)=O)n1
→ 36, 41, -9.2*, 41, 64, 56, 57, 3.4*
CNN
→ 115, 111, 101, 109, /, 107, 104, 114
ClC(Cl)=C(c1ccc(Cl)cc1)c1ccccc1Cl
→ 71, 91, 106, 92, 88, 97, 90, 107
Fc1ccc2c(c1)c(-c1nc(-c3c[nH]c4ncccc34)cs1)cn2CCN1CCOCC1
→ 67, 7.4*, 50, /, 74, 76, 97, 54
COc1cc(C2c3ccc(N)cc3Oc3nc(N)c(C#N)c(N)c32)cc(OC)c1OC (centres undefined)
→ 120, 109, 106, /, /, 110, 95, 104
C/C(CCN1CC1)=N\NC(=O)Nc1cccc2ccccc12
→ 112&109, 87, 109&102, 107&94, 102&101, 111&106, 102&106, 102&112
CCCCNC(=O)CCl
→ 108, /, 89, 99, 94, 94, 103, 93
N#CC(C#N)=Cc1ccc(O)cc1
→ 102, /, 105, 106, 105, 107, 96, 102
O=C(CCl)Nc1ccccc1
→ 114, /, 113, 98, 99, 105, 100, 106
O=[N+]([O-])c1cccc2c1Oc1ccccc1O2
→ 89, 91, 102, 118, 127, 122, 79, 103
CN(C)C(Cc1ccc(Cl)cc1)c1ccccc1 (centres undefined)
→ 117, 99, 106, 91, 132, 121, 97, 110
CCCCCCCCCCOc1ccc(C(=O)Oc2ccc(CS[P@@](=O)(OC[C@H]3O[C@@H](n4cnc5c(N)ncnc54)CC3O)OC3[C@@H](CO)O[C@@H](n4ccc(=O)[nH]c4=O)[C@H]3OC)cc2)cc1 (some centres undefined)
→ 68, 68, 76, 45, 15, 73, 38, 68
O=C(CF)Nc1ccc2ccccc2c1
→ 112, 101, 99, 101, 98, 112, 112, 82
COC(=O)C[C@H](NC(=O)C(=O)c1cn(Cc2cn(Cc3ccccc3)nn2)c2ccccc12)C(=O)OC
→ 99, 98, 95, /, 104, 108, 106, 106
O=c1[nH]oc2c1CCNC2
→ /, 108, 107, 112, 137, 112, 108, 110

A few values from the entries so far.
MALME-3M with CN(C)C(Cc1ccc(Cl)cc1)c1ccccc1 (centres undefined) stands at 132
UACC-62 with CNN stands at 109

Carrying on.
Values run as follows: SK-MEL-2, T-47D, BT-549, UACC-62, MALME-3M, SK-MEL-28, UACC-257, HS 578T
CC[C@H](C)[C@H](NC(=O)[C@H]1CCCCN1C)C(=O)N(C)[C@H](CCc1nc(C(=O)N[C@@H](Cc2ccccc2)C[C@H](C)C(=O)O)cs1)C(C)C
→ 32, 53, -3.3*, 52, 78, 59, 53, 28
CCCNC(=O)CCl
→ 106, 96, 108, 105, 100, 113, 100, 102
O=C(c1ccccc1)C(F)(F)Cl
→ 108, 90, 94, 100, 98, 112, 108, 90
CC1=C(CN(O)C(N)=O)C2=C(C)C3(CC3)[C@](C)(O)C(=O)C2=C1
→ -29*, 6.9*, 13, 14, 3.0*, -28*, 6.8*, 34
C1=CC(N2CCOCC2)CCC1 (centres undefined)
→ 96, 104, 100, 109, 100, 111, 111, 97
C=C(C)[C@@H]1CCC(C)=C[C@H]1c1c(O)cc(O)cc1CCCCC
→ 83, 72, 106, 80, 86, 105, 80, 86
CC1(C)C(C(=O)c2nn(CCCCCF)c3ccccc23)C1(C)C
→ 102, 91, 88, 91, 97, 106, 94, 88
CC(=O)OC1CCC2(C)C(CC(=O)C3C2CCC2(C)C(OC(C)=O)CCC32)C1 (centres undefined)
→ 100, 101, 94, 94, 98, 114, 112, 93
O=C(/C=C/c1ccccc1)N[C@@H](CO)Cc1cnc[nH]1
→ 102, 104, 103, 110, 110, 99, /, 116
O=P(O)(Nc1ccccc1)Nc1ccccc1
→ 134, 97, 100, 92, 94, 148, 89, 94
[Cl][Hg][n]1c(-c2ccco2)nc2ccccc21
→ 93, 95, 99, 96, 119, 108, 103, 94
C/C(CCl)=N\NC1=NC2(CCCCC2)P(=O)(NNc2ncccn2)S1 (centres undefined)
→ 92, 96, 101, 89, 121, 106, 86, 108
CC12CCC3C4CCC(=O)C=C4CCC3C1CC1CC(=O)OC12 (centres undefined)
→ 104, 101, 107, 97, 103, 108, 81, 96
O=C(O)CNC(=O)Cc1ccc(N(CCCl)CCCl)cc1
→ 107, 112, 97, 98, 113, 106, 110, 106
C=CCN(CC=C)N=O
→ 94, 118, 89, 109, 99, 111, 110, 131
O=C1NC(=O)C(CN2C(=O)C3(c4ccccc42)[C@H](Cl)C(=O)N3c2ccccc2)C(=O)N1 (some centres undefined)
→ 77, 38, 72, /, 95, 77, /, 71
COP(=O)(OC)N1CCCCC1
→ 94, 89, 96, 97, 98, 119, 80, 95
ClCCN(CCCl)CCN1c2ccccc2Sc2ccccc21
→ 111, 91, 95, 77, 74, 110, 98, 98
FC(F)(F)c1cccc(NC2=NCCS2)c1
→ 98, 92, 109, 97, 96, 108, 97, 106
CC(C)=CC1C(C(=O)OCCOc2ccc3c(c2)OCO3)C1(C)C (centres undefined)
→ 89, 80, 108, 89, 97, 100, 98, 94

(further entries)
Values run as follows: SK-MEL-2, T-47D, BT-549, UACC-62, MALME-3M, SK-MEL-28, UACC-257, HS 578T
C=CCN1C(=O)C(CC)(CCC(C)C)C(=O)NC1=S (centres undefined)
→ 117, 113, 106, 92, 96, 104, 89, /
COc1ccc(N)cc1N
→ /, 96, 112, 105, 117, 120, /, 108
C/C=C(\CC)C(=O)NC(N)=O
→ 108&109, 109&106, 109&113, 102&111, 100&118, 107&116, 100&111, 109&113
CCN1CC2C3CCC(C)(O3)C2C1 (centres undefined)
→ 82, 111, 110, 92, 112, 97, 93, /
Cc1cc(N(CCCl)CCCl)ccc1/C=N/Nc1nnc(C)n1N
→ 119, 71, 72, 59, 89, 103, 92, 109
O=C1C[C@@H]2OCC=C3C[N+]4([O-])CC[C@]56c7ccccc7N1[C@H]5[C@H]2[C@H]3C[C@@H]64 (some centres undefined)
→ 25&90, 110&87, 105, 98&108, 82&100, 110&111, 99&84, 114
C[N+](C)(C)Cc1ccc([N+](=O)[O-])cc1
→ 105, 101, 109, 99, 123, 109, 110, 102
CC1(C)N=C(N)N=C(N)N1c1cccc(S(=O)(=O)F)c1
→ 99, 95, 99, /, 102, 106, 104, 98
O=C(c1cccs1)C1NO[N+]([O-])=C1c1cccs1 (centres undefined)
→ /, 26, 89, 89, -55*, 66, 46, 83
Cc1nnnn1-c1ccccc1
→ 104, 102, 113, 119, 104, 113, 107, 145
CCCCCC(C)C1C(=O)NC(=O)NC1=O (centres undefined)
→ 110, 100, 99, 103, 104, 109, 95, 102
CCOP(=S)(N/N=C1\CC2CCC1C2)OCC (centres undefined)
→ 88, 99, 95, 109, 89, 109, 104, 105
CCc1cc2c(cc1-c1csc(C/C(N)=N/O)n1)C(C)(C)CCC2(C)C
→ 107, 70, 112, 81, 113, 109, 90, 100
C/C(=C\c1ccn(-c2ccc(N)c(F)c2)n1)[C@@H]1C[C@@H]2O[C@]2(C)CCC[C@H](C)[C@H](O)[C@@H](C)C(=O)C(C)(C)[C@@H](O)CC(=O)O1
→ 23, 39, 12, 22, 46, 58, 69, 2.6*
O=[N+]([O-])c1cc(Cl)ccc1Cl
→ 99, 102&90, 113&107, 108&124, 108&100, 99&120, 108&95, 118&106
NCC(O)c1ccc(Cl)cc1 (centres undefined)
→ 103, 79, 96, 84, 96, 92, 97, 96
Nc1ncnc2[se]c3c(c12)CCCCC3
→ 118, 92, 101, 99, 118, 111, /, 113
NC(N)=NC(N)=NCCc1c[nH]c2ccc(O)cc12
→ 108[100 µM], 102[100 µM], 100[100 µM], 117[100 µM], 96[100 µM], 108[100 µM], 111[100 µM], /
CC1([N+](=O)[O-])COP(=O)(Nc2cccc(Br)c2)OC1 (centres undefined)
→ 99, 91, 94, 113, 111, 111, 110, 103
Cc1cccc(OP(=S)(Oc2cccc(C)c2)Oc2cccc(C)c2)c1
→ 90, 77, 96, 89, 102, 97, 91, 114

Whole records, quoted from the list. Order of values: SK-MEL-2 | T-47D | BT-549 | UACC-62 | MALME-3M | SK-MEL-28 | UACC-257 | HS 578T
C/C(=C\c1ccn(-c2ccc(N)c(F)c2)n1)[C@@H]1C[C@@H]2O[C@]2(C)CCC[C@H](C)[C@H](O)[C@@H](C)C(=O)C(C)(C)[C@@H](O)CC(=O)O1 as listed: 23 | 39 | 12 | 22 | 46 | 58 | 69 | 2.6*
NCC(O)c1ccc(Cl)cc1 (centres undefined) as listed: 103 | 79 | 96 | 84 | 96 | 92 | 97 | 96
CCN1CC2C3CCC(C)(O3)C2C1 (centres undefined) as listed: 82 | 111 | 110 | 92 | 112 | 97 | 93 | /
COc1ccc(N)cc1N as listed: / | 96 | 112 | 105 | 117 | 120 | / | 108
CCOP(=S)(N/N=C1\CC2CCC1C2)OCC (centres undefined) as listed: 88 | 99 | 95 | 109 | 89 | 109 | 104 | 105

Reprinted from the results shown (2 entries):
Values run as follows: SK-MEL-2, T-47D, BT-549, UACC-62, MALME-3M, SK-MEL-28, UACC-257, HS 578T
C=CCN1C(=O)C(CC)(CCC(C)C)C(=O)NC1=S (centres undefined)
→ 117, 113, 106, 92, 96, 104, 89, /
COc1ccc(N)cc1N
→ /, 96, 112, 105, 117, 120, /, 108

Later entries.
Values run as follows: SK-MEL-2, T-47D, BT-549, UACC-62, MALME-3M, SK-MEL-28, UACC-257, HS 578T
COc1cccc2c1c(C(=O)C(=O)Nc1cc(C)no1)cn2Cc1ccc(F)cc1
→ 75, 68, 26, 39, 69, 68, 81, 53
CCCCN(CCCC)CC(O)c1cccc(Br)c1 (centres undefined)
→ 115, 92, 106, 94, 95, 106, 93, 98
N#CC(c1ccccc1)N1CCOCC1 (centres undefined)
→ 108, 98, 120, 102, 105, 104, 100, 107
C=CCOC(=S)SSC(Cl)(Cl)Cl
→ 104, 99, 104, 105, 98, 104, 121, 113
CC12CCC3(CCC(=O)NCCNc4ccnc5cc(Cl)ccc45)[C@@](C)(OO[C@]3(C)O1)O2
→ 106, 79, 115, 85, 93, 89, 109, 99
CCCCOc1ccc(C(N)Cc2ccccc2)cc1 (centres undefined)
→ 107, 93, 101, 105, 106, 105, /, 91
CCC(C)(C)O
→ /, 107, 110, 98, 110, 108, 119, 105
CC(Br)C(=O)Nc1ccccc1 (centres undefined)
→ 82, 90, 93, 93, 93, 99, 85, 98
CCCCC1(CCC)C(=O)NC(=S)NC1=O
→ 91, 92, 107, 104, 119, 108, 131, 111
Cc1ccc(OC(=O)N(C)C)c(C)c1
→ 106, 114, 105, 95, 109, 102, 106, 106
CCOC(=O)C(Cl)(Cl)Cl
→ 105, 101, 107, 101, 102, 105, 104, 104
Cc1cc(NC(=O)Oc2ccccc2)ccc1S(=O)(=O)F
→ 123, 91, 102, 103, 95, 105, 96, /
O=c1[nH]c(=O)n(Cl)c(=O)n1Cl
→ 97&114, 95&112, 110&108, 101&99, 110&106, 122&117, 117&99, 100&106
CN(C)c1ccc(N=Nc2ccc([As](=O)(O)O)cc2)cc1
→ 103, 92, 110, 96, 123, 109, 104, 105
Cc1sc2c(c1C)C(c1ccc(Cl)cc1)=N[C@@H](CC(=O)OC(C)(C)C)c1nnc(C)n1-2
→ 49, 52, 58, 27, 57, 38, 58, -4.0*
C[C@@]12CC=C3c4nc(Nc5cccc(O)c5)sc4CC[C@]3(C)[C@H]1CC[C@]1(C)C(=O)CC[C@@H]21
→ 29, -8.5*, 17, 29, 35, 41, 80, 7.4*
COc1cc(C2c3cc(O)c(OC)cc3CC3C(=O)OCC32)ccc1O (centres undefined)
→ 110, 90, 118, 100, 102, 104, /, 105
CCC(=O)OC1CCn2c1nc1c2C(=O)C(C)=C(N2CC2)C1=O (centres undefined)
→ -44*, 70, -79*, -68*, -60*, -42*, -56*, -5.5*
Nc1nc(=S)[nH][nH]1
→ 108, 83, 100, 95, 90, /, 88, /
C[C@@H]([C@H](O)c1ccccc1)N(C)C
→ 105, 101, 106, 106, 107, 128, 100, 105
COc1ccc(C(SCC(NC(=O)OCc2ccccc2)C(=O)O)c2ccc(OC)cc2)cc1 (centres undefined)
→ 119, 96, 109, 91, 106, 107, 99, 107

Some of these compounds in order of length of the SMILES, largest number first:
Values run as follows: SK-MEL-2, T-47D, BT-549, UACC-62, MALME-3M, SK-MEL-28, UACC-257, HS 578T
COc1cc(C2c3cc(O)c(OC)cc3CC3C(=O)OCC32)ccc1O (centres undefined)
→ 110, 90, 118, 100, 102, 104, /, 105
CCCCC1(CCC)C(=O)NC(=S)NC1=O
→ 91, 92, 107, 104, 119, 108, 131, 111
CCC(C)(C)O
→ /, 107, 110, 98, 110, 108, 119, 105

Bioassay records (PubChem)

The list is partial; count on the stated rates, not on these rows.
